High-throughput results deposited in PubChem by Southern Research Specialized Biocontainment Screening Center.
tuberculosis growth – growth inhibition of non-replicating M. tuberculosis (AID 488890); hit rate 0.39% among 320,000; Mycobacterium tuberculosis non-replicating, growth inhibition; higher % means a stronger effect; one-dose inhibition, % at 25 µM; IC50 in µM for titrated hits; in the data active = a potency from the dose series; inconclusive = inhibition mostly from about 82% at the one dose, without a potency; inactive = the rest, 99 in 100 with inhibition below about 76%;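 also: plate controls were DMSO cells for no effect and high antibiotic wells for full effect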
Salmonella PhoP GFP – Inhibition of PhoP regulon, Salmonella typhi GFP reporter cells, confirmation, 4 h (AID 1850); Salmonella Typhi PhoP-promoter GFP reporter, fluorescence, 4 h; higher % means a stronger effect; hit rate 0.33% among 310,000; inhibition, % at 50 µM, or IC50 in µM where a hit was titrated; in the data active = a potency from the dose series; inconclusive = inhibition mostly from about 25% at the one dose, without a potency; inactive = the rest, 99 in 100 with inhibition below about 19%;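 also: 0% = induced wells with vehicle and 100% = uninduced wells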
inhibitors of VEEV – inhibitors of VEEV TC-83 cytopathic effect, confirmation, Vero cells (AID 588727). hit rate 0.13% among 350,000. inhibition, % at 20 µM; hits with a dose series show IC50 in µM. Vero cells, VEEV TC-83 cytopathic effect inhibition; higher % means a stronger effect; in the data active = a potency from the dose series; inconclusive = inhibition mostly from about 14% at the one dose, without a potency; inactive = the rest, 99 in 100 with inhibition below about 12%; also: strong numbers were not always called active
M. tuberculosis HTS – M. tuberculosis growth inhibition, HTS (AID 449762); M. tuberculosis H37Rv growth inhibition, 7H9 media; higher % means a stronger effect; one-dose inhibition, % at 25 µM; IC50 in µM for titrated hits; hit rate 0.59% among 330,000; in the data active = a potency from the dose series; inconclusive = inhibition above about 70% without an active follow-up result;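 also: bacterial growth assessed after seven days of incubation; strong numbers were not always called active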
H1N1 NS1A inhibition – H1N1 influenza NS1A inhibitors, functional cell based assay (AID 504329). inhibition, % at 12.5 µM, or IC50 in µM where a hit was titrated. hit rate 0.3% among 340,000. NS1A functional cell-based assay, percent inhibition; higher % means a stronger effect; in the data active = a potency from the dose series; inconclusive = inhibition above about 27% without an active follow-up result; also: strong numbers were not always called active
inhibitors of VEEV 10K pilot screen – second read-out of inhibitors of VEEV, no call of its own (marks repeat the call); inhibition, %; measured here: 10K pilot screen inhibition
Active calls of the source: *; i = inactive; ? = inconclusive; / = no result given. Outcome played no part in choosing rows; about 1.5% have a hit in one of these screens.

SMILES | tuberculosis growth | Salmonella PhoP GFP | inhibitors of VEEV | M. tuberculosis HTS | H1N1 NS1A inhibition | others
Cc1cc(S(=O)(=O)Nc2nc(CN3CCOCC3)nc3sc4c(c23)CCCC4)ccc1F | 57% | 3% | 1.0% | -6% | -8%
Cc1ccc(CN2CC(C(=O)Nc3ccc4c(C)cc(=O)oc4c3)CC2=O)cc1 (configuration not stated) | 5% | -7% | 7.2% | -5% | 5%
Cc1cc(C(=O)N2CCC(Cc3ccccc3)CC2)c(C)o1 | 15% | -3% | 5.6% | -12% | -4%
CCN(CC)C(=O)CSc1nnc(-n2nc(C)cc2C)c2ccccc12 | 0% | -3% | 1.1% | -2% | -6%
COc1ccc(CCNC(=O)C2CCCN(C(=O)N(C)C)C2)c(OC)c1 (configuration not stated) | -2% | 2% | i | 2% | 6%
O=C(NCCC1=CCCCC1)C1CC(=O)N(C2CCCCC2)C1 (configuration not stated) | -8% | -5% | 0.1% | 0% | 5%
COC(=O)c1cc2c(s1)CS(=O)C2 (configuration not stated) | 3% | -6% | 0.8% | -2% | 12%
Cc1ccccc1Nc1nc(N)nc(COC(=O)c2ccc(S(=O)(=O)N(C)C)cc2)n1 | 9% | -11% | 2.0% | -11% | -8%
Cc1ccc2cc3cc(C(=O)N4CCCCC4C)oc3nc2c1 (configuration not stated) | 69% | 5% | 0.8% | 17% | 4% | inhibitors of VEEV 10K pilot screen=5.7
CC(C)n1c(=O)[nH]c2cc(C(=O)Nc3ccccc3)ccc21 | -13% | -7% | i | 28% | 1%
Cc1cc(NC(=O)C2C3C(=O)N(c4cccnc4)C(C(=O)NC(C)(C)C)C34C=CC2(C)O4)no1 (configuration not stated) | -4% | 5% | 0.4% | -5% | 8%
Cc1cc(C)c(C#N)c(SCSCc2ccccc2)n1 | 3% | -10% | i | -6% | -1%
O=C(Nc1ccc(F)cc1)NC1CCN(Cc2c(F)cccc2Cl)CC1 | -4% | 1% | i | -5% | -6%
COc1cccc(/C=N/NC(=O)CCc2ccccc2)c1 | -1% | -9% | 0.7% | 13% | -4%
CC(CCc1ccccc1)NC(=O)COC(=O)c1ccc(F)cc1 (configuration not stated) | 65% | -2% | i | 8% | 18%
O=c1cc(CN2CCOCC2)c2ccc(O)c(O)c2o1 | -7% | 5% | 2.1% | 2% | -4%
Cc1nc(C)c(C(=O)Nc2ccccc2)s1 | / | -1% | 0.3% | -6% | -4%
O=C(Nc1ccccc1C(=O)N1CCOCC1)c1cccnc1 | -16% | -8% | 0.2% | -8% | 8%
Cc1sc(N)nc1-c1ccc(Oc2ccccc2)cc1 | 57% | 11% | 2.0% | 11% | -14%
CCOc1ccc(NC(=O)CCNS(=O)(=O)c2ccc3c(c2)CC(C)N3C(C)=O)cc1 (configuration not stated) | / | 2% | 0.7% | -8% | -2%
Cc1ccccc1NC(=O)N(CCc1nc2ccccc2[nH]1)Cc1ccccc1 | -8% | -1% | 7.9% | -4% | -1%
CCOC(=O)N1CCN(C(=O)c2ccc3c(=O)n(Cc4ccc(OC)cc4)c(=S)[nH]c3c2)CC1 | 21% | -11% | i | 3% | 8%
COC(=O)C1NN=C(C(=O)c2ccccc2)C1c1ccccc1 (configuration not stated) | -4% | 2% | 0.6% | -1% | 17%
CCC1(c2ccccc2)NC(=O)N(CC(=O)N2CCN(S(=O)(=O)c3ccccc3)CC2)C1=O (configuration not stated) | 3% | -3% | 1.6% | -2% | -5%
CCOC(=O)N1CCC(NC(=S)Nc2ccc3nc(N4CCN(C)CC4)cc(C)c3c2)CC1 | ? | 8% | 0.9% | -8% | 3%
SMILES | tuberculosis growth | Salmonella PhoP GFP | inhibitors of VEEV | M. tuberculosis HTS | H1N1 NS1A inhibition | others
COc1cccc(CNC(=O)Cn2cccc2)c1 | 6% | -1% | i | -12% | 24%
NC1=NC(=O)C(Cc2ccc(OC(F)(F)F)cc2)S1 (configuration not stated) | 19% | 0% | 0.4% | 8% | -5%
CC(C)N(Cc1cc2ccccc2[nH]c1=O)C(=O)c1cccnc1 | -13% | -1% | 1.7% | 2% | -4%
CCOC(=O)c1c(NC(=O)CSc2nnc(-c3ccco3)o2)sc(C)c1C | -5% | -11% | i | -26% | 2%
NC(=S)NNc1cccc(Cl)c1 | ? | 3% | 0.4% | ? | 6%
COc1ccc(-c2nnn(CC(=O)N(CCCO)C(C(=O)NC3CCCC3)c3ccc(F)cc3)n2)cc1 (configuration not stated) | 25% | 7% | i | 7% | -9%
Cc1ccc(-c2nn3c(C)nnc3s2)cc1NC(=O)C(C)C | 3% | -9% | 0.1% | -8% | 5%
O=C(NCc1ccccn1)C1(C(F)(F)F)C/C(=C\CCO)CCCO1 (configuration not stated) | -4% | 16% | 1.9% | -3% | -3%
Cc1cc(NC(=O)CS(=O)CC(=O)Nc2c(C)cccc2C)ccc1-n1cnnn1 (configuration not stated) | -11% | 11% | 2.6% | -1% | 0%
Cc1ccc(N=C2NC(=O)C(CC(=O)NCc3ccccc3)S2)cc1C (configuration not stated) | -20% | 2% | 1.9% | 0% | -10%
COc1cc([C@H]2c3c(cc(OC)c(O)c3OC)C[C@@H](CO)[C@@H]2CO[C@@H]2O[C@H](CO)[C@@H](O)[C@H](O)[C@H]2O)cc(OC)c1O | -8% | -16% | 0.6% | -7% | 3%
CC(C)C(=O)NCCCc1ccccc1 | 7% | 8% | 0.8% | -5% | 0%
O=C(NCCN1CCN(c2ccccc2)CC1)c1ccc(NC(=O)C2CCCO2)cc1 (configuration not stated) | 1% | 2% | 2.0% | -7% | 1%
CN1C(=O)NC(c2ccccc2[N+](=O)[O-])C2=C1CC(C)(C)CC2=O (configuration not stated) | -19% | 3% | i | -8% | -1%
CCN(CC)CCN(C(=O)Cn1nnc(-c2ccc(OC)c(OC)c2)n1)C(C(=O)NC1CCCC1)c1ccc(F)cc1 (configuration not stated) | 1% | -1% | 0.1% | 4% | 7%
Cc1cccc(CCNC(=O)c2cccc(N3CCCC3=O)c2)c1 | 8% | 7% | i | 0% | 12%
CCc1ccc(C(=O)NNC(=O)Cn2c(=O)cnc3ccccc32)cc1 | 0% | / | i | -24% | -7%
O=C(NCCN1C(=O)C2C3C=CC(C3)C2C1=O)NCc1ccccc1 (configuration not stated) | -9% | -5% | 0.6% | -2% | -5%
O=C(C1CCCN1S(=O)(=O)c1ccc(Cl)cc1)N1CCN(c2ccccc2)CC1 (configuration not stated) | 5% | / | 0.7% | -2% | 5%
CCc1cccc2c(C(=O)Cn3nnc(-c4ccc(OC)c(OC)c4)n3)c[nH]c12 | 12% | 10% | 1.5% | 8% | 5%
CC(C)(C)OC(=O)C[C@H]1C/C=C\C[C@@H](CC(=O)N(CCO)Cc2ccccc2)C(=O)N[C@@H](c2ccccc2)COC1=O | 65% | / | 10% | 4% | 1%
O=C(c1ccc(N2CCN(C(=O)c3ccc(F)c(F)c3)CC2)cc1)c1cccc(F)c1 | 57% | 12% | 3.6% | 16% | -7%
Cc1ccc(OCC(=O)c2cc(C)n(CC(F)(F)F)c2C)c([N+](=O)[O-])n1 | 35% | -1% | 0.7% | -2% | -1%
CC1CCCN(c2cc(N(C)CCO)c([N+](=O)[O-])c3nonc23)C1 (configuration not stated) | 22% | 3% | 1.1% | -9% | 2%
O=C(Nc1ccc2c(c1)OCO2)c1cccc(S(=O)(=O)N2CCOCC2)c1 | -11% | -4% | i | -3% | 4%
SMILES | tuberculosis growth | Salmonella PhoP GFP | inhibitors of VEEV | M. tuberculosis HTS | H1N1 NS1A inhibition | others
COc1coc(C(O)CN)cc1=O (configuration not stated) | -8% | -6% | 1.2% | -5% | -18%
CCOc1ccccc1NC(=O)CN1CCC(NC(=O)Nc2ccccc2)CC1 | 33% | 5% | 3.5% | 5% | 0%
CCCn1c(SCC(=O)C(C)(C)C)nc2ccccc21 | -2% | 1% | 0.1% | 11% | -4%
CC(=O)NC(CC(=O)Nc1nc(-c2ccccc2)c(C(C)=O)s1)c1ccccc1 (configuration not stated) | 18% | 8% | 7.3% | -1% | -6%
O=C(O)CCC(=O)Nc1ccc(Cc2ccc(NC(=O)CCC(=O)O)c(O)c2)cc1O | -16% | 2% | 5.7% | -11% | 3%
CC1CCN(S(=O)(=O)c2ccc(NC(=O)CCN3C(=O)C4CC=CCC4C3=O)cc2)CC1 (configuration not stated) | -17% | / | 1.7% | 10% | -8%
CC(=O)N1CCN=C1SCc1ccccc1F | / | -12% | 0.3% | -6% | 1%
Cc1[nH]c(=O)[nH]c(=O)c1S(=O)(=O)Nc1ccc(F)cc1Cl | -9% | 6% | 0.5% | -2% | 1%
CCOc1ccc2oc(C(=O)N3CC(C)OC(C)C3)c(C)c2c1 (configuration not stated) | 28% | -8% | 2.8% | -8% | -5%
Cc1cc(C)c(OCC(=O)Nc2cc(C(=O)O)cc(C(=O)O)c2)cc1C | -7% | -5% | 0.3% | 0% | 0%
CC(=O)/C=C/c1ccc2ccccc2n1 | ? | -5% | 9.7% | ? | -19%
Cc1cccc(CC2CC(=O)N(c3nc4ccccc4s3)C2=O)c1 (configuration not stated) | -6% | 14% | 2.7% | 2% | 3%
O=C(CCC(=O)N(c1cccc(F)c1)C(C(=O)NC1CCCC1)c1ccncc1)Nc1cccnc1 (configuration not stated) | 13% | -16% | 1.0% | 7% | -4% | inhibitors of VEEV 10K pilot screen=0.9
Cn1c(=O)c2c(nc(NCC3CCCO3)n2C)n(C)c1=O (configuration not stated) | -8% | -1% | 0.7% | -5% | -5%
O=C1NC(=Nc2ccccc2Cl)S/C1=C\c1cccc([N+](=O)[O-])c1O | ? | 9% | 0.1% | 10% | 18%
Cc1c(CCC(=O)O)c(=O)oc2cc(OCc3ccc(Br)cc3)ccc12 | -3% | 3% | i | -2% | 16%
COc1ccc(CC(=O)N2CCc3cc(OC)c(OC)cc3C2C)c(OC)c1 (configuration not stated) | 5% | 10% | 1.3% | 11% | 16%
COc1ccc(CNC(=O)C2CCN(S(=O)(=O)c3ccc4c(c3)N(C(C)=O)CCO4)CC2)cc1 | 7% | 2% | 3.3% | -1% | -7%
Oc1ccccc1C(=S)N1CCCC1 | 7% | -5% | 1.9% | 6% | -10%
Cc1ccc(CNS(=O)(=O)c2cn(C)c(=O)n(C)c2=O)cc1 | -10% | -7% | 2.3% | -5% | -7%
CCN(C)Cc1c(C(=O)N2CCc3ccccc3C2)nc2ccc(Cl)cn12 | -28% | -8% | i | -1% | 7%
Cn1cc(Br)c(C(=O)Nc2c(F)c(F)c(F)c(F)c2F)n1 | -12% | -1% | 0.8% | 0% | 3%
Cc1cc(C)c(OCC(=O)N/N=C/c2ccco2)c(C)c1 | 2% | 9% | 0.4% | -7% | 2%
CN(C)S(=O)(=O)N1CCC(Oc2cccc(C(=O)NC3CCCCCC3)c2)CC1 | 24% | -11% | 3.2% | 1% | 20%
Cc1nn(C)c(C)c1NC(=O)c1ccccc1NC(=O)Nc1ccccc1 | -19% | 1% | 0.8% | -2% | 2%
Cc1nnc(SCC(=O)Nc2cc(S(=O)(=O)N3CCOCC3)ccc2C)s1 | / | / | 2.0% | / | 2%
